APOBEC3A inh – APOBEC3A ssDNA deaminase inhibitors, primary screen, selectivity assay for APOBEC3G inhibitor project, biochemical, FAM/TAMRA oligo cleavage fluorescence | recombinant A3A, FAM/TAMRA ssDNA deamination fluorescence | 330,000 tested, 0.41% active | DNA dC->dU-editing enzyme APOBEC-3A (Homo sapiens), P31941 | inhibition, % at 20 µM;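 active means at least 40% inhibition at 20 µM here, with at most 30% in a related deaminase screen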;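 further: plate controls were A3A with DMSO for no effect and wells lacking A3A enzyme for full effect; some results filed as inactive read as strong as hits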
EBI2 antag – EBI2 receptor antagonists, beta-arrestin recruitment, primary screen, cell-based, luminescence, 7a,25-OHC stimulation, uHTS; 7a,25-OHC stimulated; AID 651636, 2012; G-protein coupled receptor 183 (Homo sapiens), P32249; 360,000 tested, 0.81% active; inhibition, % at 5 µM; in the data active means inhibition above about 38%;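 further: enzyme fragment complementation signal reports receptor beta-arrestin coupling in cells; 0% = agonist plus DMSO wells and 100% = wells without agonist; some results beyond the cut were filed as inactive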
Target sequence (P32249 whole entry, looked up, the tested form may be a part): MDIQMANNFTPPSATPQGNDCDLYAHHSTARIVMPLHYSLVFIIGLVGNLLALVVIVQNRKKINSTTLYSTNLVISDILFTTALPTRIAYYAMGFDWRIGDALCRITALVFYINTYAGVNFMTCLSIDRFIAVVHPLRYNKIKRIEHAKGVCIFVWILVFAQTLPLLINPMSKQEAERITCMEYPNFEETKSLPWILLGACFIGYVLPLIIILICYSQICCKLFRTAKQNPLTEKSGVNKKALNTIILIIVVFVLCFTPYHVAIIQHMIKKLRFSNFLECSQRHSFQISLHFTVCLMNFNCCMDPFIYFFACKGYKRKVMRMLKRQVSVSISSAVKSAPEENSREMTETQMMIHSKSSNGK
GRIN3A LBD mod – binders of NR3A ligand-binding domain, primary screen, biophysical, differential scanning fluorimetry, uHTS; AID 1259313, 2017; Tm shift relative to glycine control, % at 25 µM; NR3A LBD differential scanning fluorimetry, Tm shift; 0% = protein alone, 100% = glycine-bound protein; 340,000 tested, 2.5% active;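 active means melting temperature shift of at least 10% of the positive control shift, at one fixed dose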
Gli-Sufu block – Gli-Sufu pathway antagonists, primary screen, luciferase luminescence, Sufu-KO-LIGHT cells, uHTS; Sufu-KO-LIGHT fibroblasts, Gli luciferase reporter luminescence; 340,000 tested, 0.74% active; inhibition, % at 5 µM; AID 588413, 2011;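 active means inhibition above about 55%, limit read from the data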;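 further: 0% = DMSO-treated cells and 100% = wells with medium but no cells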
MPTP block – mitochondrial permeability transition pore inhibitors, primary screen, biochemical, isolated mouse mitochondria, absorbance; Ca2+ swelling absorbance, 30 min; inhibition, % at 10 µM; 360,000 tested, 1.4% active;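 active means inhibition of 50% or more, scaled per plate between neutral and stimulator controls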;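 further: 0% = DMSO wells given calcium and 100% = 1 mM EGTA wells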
A3G deaminase – APOBEC3G DNA deaminase inhibitors, primary screen, biochemical, fluorescence, single-stranded DNA substrate, uHTS. recombinant A3G, ssDNA deamination FAM/TAMRA fluorescence. inhibition, % at 20 µM. 330,000 tested, 0.28% active;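 active means inhibition of at least 40% at 20 µM, with no more than 30% in the related APOBEC3A deaminase screen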;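 further: plate controls were DMSO wells with A3G for no effect and wells lacking A3G enzyme for full effect; some compounds called inactive have numbers as strong as hits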
CCR6 antag – CCR6 receptor antagonists, primary screen, cell-based, CHO-K1, luminescence, beta-arrestin, uHTS; CHO-K1 CCR6 PathHunter beta-arrestin, CCL20-stimulated; C-C chemokine receptor type 6 (Homo sapiens), P51684; inhibition, % at 20 µM; AID 493098, 2011; 340,000 tested, 0.49% active;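 active means compounds whose inhibition of the agonist-driven luminescence signal at 20 µM reaches about 50%, limit read from the data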;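 further: cells stimulated with CCL20 at 14 nM final; plate controls were DMSO with CCL20 for no effect and DMSO without agonist for full effect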
Target sequence (P51684 whole entry, looked up): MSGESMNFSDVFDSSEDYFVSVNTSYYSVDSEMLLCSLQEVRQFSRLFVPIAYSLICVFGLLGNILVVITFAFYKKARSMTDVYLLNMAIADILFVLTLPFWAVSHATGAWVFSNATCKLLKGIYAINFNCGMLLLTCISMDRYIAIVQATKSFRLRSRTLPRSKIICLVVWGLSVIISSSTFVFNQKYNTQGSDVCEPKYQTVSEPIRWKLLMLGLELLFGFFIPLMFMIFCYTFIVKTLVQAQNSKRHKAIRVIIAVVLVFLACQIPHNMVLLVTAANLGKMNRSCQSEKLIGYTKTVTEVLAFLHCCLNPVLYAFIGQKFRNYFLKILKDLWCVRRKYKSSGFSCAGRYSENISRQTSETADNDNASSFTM
CXCR6 inh – CXCR6 receptor inhibitors, primary screen, cell-based, beta-arrestin, luminescence, CHO-K1 PathHunter, 1536-well | C-X-C chemokine receptor type 6 (Homo sapiens), O00574 | 360,000 tested, 0.36% active | inhibition, % at 20 µM; in the data active means inhibition above about 34%, passing the limit was not always enough;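 further: antagonist mode with CXCL16 agonist at 10 nM final; 0% = 10 nM CXCL16 with DMSO and 100% = unstimulated wells without agonist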
Target sequence (O00574 whole entry, looked up): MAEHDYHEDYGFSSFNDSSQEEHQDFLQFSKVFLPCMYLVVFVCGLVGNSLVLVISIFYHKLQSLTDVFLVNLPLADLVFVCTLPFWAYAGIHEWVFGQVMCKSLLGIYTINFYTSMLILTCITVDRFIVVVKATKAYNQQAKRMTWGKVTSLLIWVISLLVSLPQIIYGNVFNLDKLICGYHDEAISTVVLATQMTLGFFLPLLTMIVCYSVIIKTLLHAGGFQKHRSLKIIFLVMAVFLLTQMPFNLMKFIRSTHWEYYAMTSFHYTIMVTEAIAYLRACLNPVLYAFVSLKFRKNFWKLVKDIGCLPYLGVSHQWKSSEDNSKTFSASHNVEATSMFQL
Numbers without * were called inactive; . = not tested or not shown.

SMILES	APOBEC3A inh	EBI2 antag	GRIN3A LBD mod	Gli-Sufu block	MPTP block	A3G deaminase	CCR6 antag	CXCR6 inh
Cc1cc(Nc2ccccc2N2CCOCC2)n2ncnc2n1	-3.4	-8.5	-4.2	4.8	0.8	-8.0	7.0	4.4
Cc1ccc(C(=O)NNC(=O)c2ccc(S(=O)(=O)N(C)c3ccccc3)cc2)cc1	-0.6	-10.7	3.2	-10.1	1.2	-10.6	16.9	-16.9
CN(C)C(=O)c1cc([N+](=O)[O-])cc([N+](=O)[O-])c1N(C)C	5.3	-0.1	-2.4	-4.9	0.3	2.9	4.5	6.3
CC(C)(C)OC(=O)N1CCN(C(=O)c2[nH]cnc2C(=O)N[C@@H](Cc2ccccc2)C(=O)OCc2ccccc2)CC1	2.0	-11.1	-3.6	-8.6	-0.9	-9.0	-41.5	-15.0
CCOc1ccc(OCCSc2nc3ccccc3o2)cc1	-5.6	-0.6	20.9*	7.7	1.3	-6.9	22.2	2.0
Cc1cc(-c2ccccc2)nc2cc(C(=O)N(Cc3ccccc3)Cc3ccccc3)nn12	2.3	11.3	-0.5	-0.4	2.9	0.2	10.8	16.0
Cn1c(CN2CCCCC2)nc2cc(NS(=O)(=O)c3ccc(F)cc3)ccc21	0.4	5.8	0.1	-13.0	-2.1	0.0	13.2	-1.8
CCn1c(C)c(C)c2cc(C(=O)N3CCCC3)ccc21	-10.5	15.7	1.2	11.5	-0.5	-3.7	5.7	-2.1
Cc1ccccc1Nc1ncnc2c1cnn2-c1ccccc1	-0.5	9.6	6.7	-31.9	-1.4	-0.6	-1.1	-10.7
Cc1cc(C(=O)CSc2nnc(C3COc4ccccc4O3)n2C)c(C)n1-c1ccc(F)cc1 (centres undefined)	-0.6	4.6	3.1	-3.8	-1.1	-0.4	16.3	2.2
CCC(Sc1nc2n[nH]c(C)c2c(=N)n1-c1ccc(C)c(Cl)c1)C(=O)N1CCOCC1 (centres undefined)	-5.3	2.5	-9.7	-4.1	-2.0	-7.7	-8.0	6.0
O=C(CSc1oc(-c2ccc(F)cc2)nc1S(=O)(=O)c1ccc(F)cc1)NCC1CCCO1 (centres undefined)	-0.8	1.5	4.3	8.1	-1.3	-3.4	6.0	-3.8
CN(C)N1C(=O)c2c(Cl)c(Cl)c(Cl)c(Cl)c2C1=O	.	-0.7	-0.2	-7.4	0.5	.	-7.0	9.5
CCc1noc(C)c1C(=O)N1CCN(S(=O)(=O)c2ccc(Cl)s2)CC1	0.1	-10.5	-0.8	5.5	-0.9	-4.8	-7.9	-0.2
O=C(NCC1CCCO1)c1cccc(NS(=O)(=O)c2ccccc2)c1 (centres undefined)	-2.5	8.6	1.2	-2.6	-0.8	-0.5	7.0	2.0
O=C(NC(=S)Nc1ccccc1N1CCOCC1)c1ccc(-c2cc(Cl)ccc2Cl)o1	5.8	29.0	-2.5	-12.5	0.1	-0.3	14.4	8.6
CCN(CC)c1ccc(/C=N/NC(=O)c2cnccn2)cc1	-4.7	-11.6	-0.8	-51.0	-1.0	-10.6	14.4	-4.0
COc1ccccc1CNC(=O)C1CCC(CNc2c(N3CCC(C)CC3)c(=O)c2=O)CC1 (centres undefined)	-0.1	-5.3	0.5	0.7	-0.5	-3.3	0.2	-7.6
Cc1ccc(CN2CCC(N3CCC(C(=O)NCC4CCCO4)CC3)CC2)o1 (centres undefined)	4.4	-8.9	0.3	11.2	-1.3	-5.2	2.3	4.1
CCOC(=O)c1nc(S(C)(=O)=O)ncc1N1CCOCC1	-5.5	-3.2	0.8	-5.1	-1.3	-7.1	4.3	-1.5

Another view of part of the listing above:
Fields – APOBEC3A inh, EBI2 antag, GRIN3A LBD mod, Gli-Sufu block, MPTP block, A3G deaminase, CCR6 antag, CXCR6 inh
CCC(Sc1nc2n[nH]c(C)c2c(=N)n1-c1ccc(C)c(Cl)c1)C(=O)N1CCOCC1 (centres undefined)
  -5.3, 2.5, -9.7, -4.1, -2.0, -7.7, -8.0, 6.0
CCOc1ccc(OCCSc2nc3ccccc3o2)cc1
  -5.6, -0.6, 20.9*, 7.7, 1.3, -6.9, 22.2, 2.0

The listing continues:
SMILES	APOBEC3A inh	EBI2 antag	GRIN3A LBD mod	Gli-Sufu block	MPTP block	A3G deaminase	CCR6 antag	CXCR6 inh
CCCCN(CC(O)COc1cccc(C)c1)CC(O)COc1cccc(C)c1 (centres undefined)	-2.7	18.4	-2.8	-13.0	34.4	-8.7	-2.4	-2.0
Cc1ccnc2nc(C(=O)OCC(=O)N(Cc3ccccc3)C(C)(C)C)nn12	-1.6	-0.2	-1.1	0.4	0.0	-6.4	7.4	4.4
CN(C)N1C(=O)CC(C)(c2ccc([N+](=O)[O-])cc2)C1=O (centres undefined)	-2.5	-5.1	-0.6	-11.7	0.3	-4.8	-8.4	2.3
CCOc1cc(CNc2ccccc2)cc(Br)c1OCc1ccc(F)cc1	-0.9	48.6*	-5.0	11.2	7.5	-3.2	17.4	10.9
Cc1ccc(C(=O)N2CCN(c3ncccn3)CC2)c(C)c1	0.9	-0.5	0.5	-6.4	-1.4	-3.1	7.6	-2.2
CCCCN1C(Nc2ccccc2)=NC[C@@H]1CC(C)C	3.8	-24.5	-0.5	3.4	-0.9	17.4	6.2	-1.5
Cc1ccc(/C=C/C(=O)NCCc2c[nH]c3ccccc23)o1	3.4	7.0	2.1	9.4	-1.0	-17.1	16.1	-6.7
Cc1cccc(C(=O)NCCc2n[nH]c(=S)n2C)c1	-0.6	-1.1	-2.4	2.7	-0.5	-3.9	-1.1	-2.2
COCCCNC(=O)CN1C(=O)/C(=C\c2ccc(C)cc2)Sc2ccccc21	-1.4	6.0	-0.1	-27.1	1.1	-2.7	11.0	-0.5
CCCCCCCCNC(=O)C(CCC(=O)OCc1ccccc1)NC(C)=O (centres undefined)	-1.7	-2.2	-2.9	0.6	-0.3	-1.7	-3.6	-0.9
O=C(O)CSCC(=O)N1N=C2/C(=C/c3ccccc3)CCCC2C1c1ccccc1 (centres undefined)	-2.6	7.1	-2.2	2.2	-0.7	-6.3	12.1	-7.0
O=C1C[C@@H]2c3c(cccc3CN1Cc1ccccc1Br)C[C@@H](O)[C@H]2O	.	2.7	-1.8	-3.4	-0.3	.	-7.2	-0.6
O=C1CSc2ccc(S(=O)(=O)NCc3ccccc3Cl)cc2N1	-2.8	5.0	2.0	8.8	-1.9	-2.5	6.8	-13.7
O=C(CSc1nc2ccc([N+](=O)[O-])cc2s1)NC1CCS(=O)(=O)C1 (centres undefined)	-4.2	5.3	1.0	2.2	-1.0	-5.4	-5.3	5.9
O=C(c1ccc(Br)s1)N1CCN(S(=O)(=O)c2ccccc2)CC1	-0.8	1.8	0.5	1.2	-0.1	-7.0	17.6	3.8
Cc1ccc(C)c(/C=C(\C(=O)O)c2ccc(S(=O)(=O)N3CCCCC3)s2)c1	13.1	0.8	-4.8	-5.6	0.6	0.1	-1.6	0.7
O=C(NCc1ccccn1)C1CCN(Cc2cnn(-c3ccccc3)c2-n2cccc2)CC1	5.6	-9.7	-0.9	6.6	0.9	3.2	0.4	0.7
COc1ccc(OC)c(CN2CCN(S(=O)(=O)c3ccccc3)CC2)c1	5.3	-7.1	-0.9	4.0	-1.6	0.5	10.7	-11.4
O=C(N/N=C/c1ccco1)c1cccc(N2Cc3ccccc3C2)c1	10.8	-5.7	-3.9	-14.9	-0.2	12.7	1.3	-0.8
C/C(=N/OC(=O)c1c(-c2c(F)cccc2Cl)noc1C)c1cnccn1	-1.9	4.8	0.4	-14.4	0.5	-9.6	-1.6	-0.8
Cc1ccc(C(C(=O)NC2CCCC2)N(C(=O)c2csnn2)c2cccc(F)c2)o1 (centres undefined)	-1.7	-15.1	-3.7	22.4	-0.5	-13.9	9.7	-5.6
Cc1ccc(C(=O)Nc2ccc3c(c2)nc(CCNC(=O)c2ccco2)n3C)cc1	1.3	-6.5	-0.4	-70.6	-2.1	-2.5	-5.3	2.9
CC1CN(C2CCCCC2)c2nc3c(c(=O)n(C)c(=O)n3C)n2C1 (centres undefined)	-2.4	6.9	-0.4	6.4	-0.7	-1.4	8.0	-5.3
CC(C)CC1c2[nH]c3ccccc3c2CCN1C(=O)c1cnccn1 (centres undefined)	1.7	.	-1.3	-28.7	.	2.7	13.7	.
O=C(O)c1cccnc1SC1CC(=O)N(CCc2ccccc2)C1=O (centres undefined)	-3.3	-11.1	-1.9	-3.7	-2.8	-6.5	-14.9	12.3
CCOC(=O)N1CCN(c2nc3ccc(C)cc3n3cnnc23)CC1	-0.1	-3.3	0.9	-2.5	-1.2	-2.8	13.8	-7.0
Cc1ccccc1Cn1nc(C)c(NC(=O)c2ccccc2)c1C	4.2	-1.7	-0.2	-8.8	-2.9	-1.2	9.2	-4.8
O=C(c1cc(S(=O)(=O)N2CCOCC2)c(Cl)cc1Cl)N1CCN(S(=O)(=O)c2cccc(F)c2)CC1	-0.3	9.7	1.1	4.8	1.6	-5.6	12.0	-1.0
O=C(Nc1ccc2c(c1)CCC2)c1cnn2c1NC(c1ccco1)CC2C(F)(F)F (centres undefined)	-4.6	3.4	-0.4	-8.0	1.5	-4.6	13.0	1.1
Cc1ccc(C(=O)OCC(=O)NCc2ccc3c(c2)OCO3)s1	1.4	-8.0	1.2	-3.2	-6.8	-4.8	8.8	-2.0
COCCCNC(=O)COc1cc(C)c(Cl)c(C)c1	1.1	4.3	-0.7	-0.7	-2.8	-1.2	2.2	3.1
O=C(NCCc1c[nH]c2ccccc12)c1cc(Cl)c2c(c1)OCO2	-2.9	32.1	29.6*	-36.8	-1.6	-6.6	6.5	-6.6
CC1CCC(C(C)C)C(OCC(O)CN2CCN(Cc3ccccc3)CC2)C1 (centres undefined)	-4.1	1.1	0.0	11.7	86.3*	2.0	-1.6	0.7
COc1ccc(CN2CCNC(=O)C2CC(=O)NC2CCCC2)c(OC)c1 (centres undefined)	-7.8	-5.3	2.1	0.5	-1.5	-7.9	-8.5	-1.0
O=C(O)c1cc(N=Cc2c(O)c3ccccc3oc2=O)ccc1O	-0.2	-2.3	-0.3	14.0	-0.4	-2.4	0.6	-2.9
Cc1ccc(-n2c(O)cnc2Nc2nc(C)cc(C)n2)cc1	-2.2	-10.0	-2.2	3.9	0.3	-1.8	1.9	0.2
COc1ccc(N(C(=O)c2snc(C(N)=O)c2N)C(C(=O)NCC2CCCO2)c2ccc3ncccc3c2)cc1OC (centres undefined)	-1.9	7.9	-2.5	-26.5	0.1	-11.1	8.1	2.5
CC(C)CNC(=O)[C@@H]1CSC2c3ccccc3C(=O)N21 (some centres undefined)	0.8	1.0	-0.5	-4.2	0.3	-3.6	-3.5	1.6
Cn1c(=O)n(Cc2ccccc2Cl)c2ccccc21	-4.5	-11.5	1.1	-10.8	-0.4	-7.2	3.9	-1.5
O=C(CS(=O)(=O)c1c[nH]c2ccccc12)Nc1ccc(F)cc1	0.6	5.5	13.4*	18.6	-0.7	-7.0	7.6	2.7
Cc1cccc(N2CCN(Cc3oc(CO)cc(=O)c3O)CC2)c1C	-0.2	-5.5	-0.3	2.1	-1.4	-2.1	1.3	-9.0
CC(=O)Cc1nsc(NC(=O)C2Cc3ccccc3C(=O)O2)n1 (centres undefined)	-1.5	0.5	-2.0	1.9	-1.7	-3.8	5.7	-3.8
COc1ccccc1OCC(=O)NCc1nc(-c2ccccc2)no1	-1.2	-10.9	-0.4	-14.7	0.4	-4.4	5.4	2.3
CSc1ccccc1NC(=O)c1noc2c1CCC2	37.4	-0.7	-0.2	-9.1	-0.7	15.6	11.3	-1.5

Assay outcomes (PubChem)
